KKLEB tox – CF airway cell cytotoxicity counter-screen; KKLEB CF airway cells viability, ATPlite luminescence, overnight; active compounds read low; cells stimulated with P. aeruginosa culture filtrate; activity change (cytotoxicity), % at 5 µM; 0.36% of 360,000 active; AID 602141;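 active = corrected activity change at or below -50% at 5 µM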
C8 TRAIL sens – sensitizes caspase-8 expressing cells to TRAIL | NB7+C8 cells + TRAIL, ATPlite viability luminescence | inhibition (viability loss, TRAIL sensitization), % at 10 µM | 1% of 360,000 active | AID 624354;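 active = compounds causing at least 50% loss of cell viability in the single-dose screen, relative to plate controls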
TWEAK-Fn14 inh – blocks TWEAK-Fn14 interaction in a reporter cell assay; TWEAK-stimulated Fn14 reporter cells, luciferase luminescence, 8 h; inhibition, % at 10 µM; 2% of 360,000 active; in the data active = inhibition above about 50%
HIF-2a inh – HIF-2a inhibition. inhibition, % at 18.8 µM. 786-0 RCC cells HIF-2a reporter, luciferase luminescence, overnight. 0.72% of 360,000 active;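 active = inhibition of the luminescence signal of 40% or more relative to plate controls, in a single-dose primary screen at 18.75 µM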
NR2E3 ag-1 – agonists of human NR2E3 nuclear receptor. inhibition of corepressor binding, % at 3.98 µM. Q9Y5X4. AID 602229. 0.35% of 360,000 active. CHO-S Gal4-NCOR/VP16-NR2E3 two-hybrid, luciferase;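 active = inhibition above the mean of all tested compounds plus 3 SD, cut at about 70% in these data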;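 note: 0% = DMSO with NR2E3 transfected cells and 100% = cells lacking NR2E3 construct; higher means lower luciferase signal from less NR2E3 corepressor binding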
Target sequence (Q9Y5X4 whole entry, looked up, the tested form may be a part): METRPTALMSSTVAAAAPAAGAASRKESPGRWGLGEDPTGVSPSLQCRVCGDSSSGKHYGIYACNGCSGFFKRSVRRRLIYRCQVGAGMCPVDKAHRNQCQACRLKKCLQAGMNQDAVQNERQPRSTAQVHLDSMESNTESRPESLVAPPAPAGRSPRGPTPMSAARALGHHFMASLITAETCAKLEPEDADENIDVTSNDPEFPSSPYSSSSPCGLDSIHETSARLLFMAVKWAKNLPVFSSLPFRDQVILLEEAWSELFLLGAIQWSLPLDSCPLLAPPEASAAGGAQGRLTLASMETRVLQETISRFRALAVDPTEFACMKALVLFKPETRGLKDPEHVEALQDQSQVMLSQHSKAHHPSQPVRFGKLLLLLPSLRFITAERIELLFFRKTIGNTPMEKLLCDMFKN
Shn3 3UTR inh – reduces Shn3 3'UTR luciferase signal in osteoblasts. inhibition, % at 12.5 µM. 0.52% of 360,000 active. AID 588674. Clone20 osteoblast Shn3 3'UTR firefly luciferase, 24 h;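 active = mean inhibition of at least 75% with every replicate also reaching 75%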;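 note: 0% = median of neutral control wells and 100% = pilot-screen positive control compound; some compounds past the cut are filed as inactive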
Peg3 prom inh – inhibitors of Peg3 promoter; HeLa PEG-Prom luciferase reporter, luminescence, overnight; inhibition, % at 20 µM; 1.7% of 360,000 active;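 active = inhibition of at least 50% at 20 µM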
CF NFkB block – inhibitors of cystic fibrosis induced NF-kB. 0.86% of 360,000 active. KKLEB NF-kB-GFP reporter, PAF-induced, GFP fluorescence overnight. inhibition, % at 5 µM;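 active = at least 50% inhibition at 5 µM, scaled per plate between neutral and stimulator controls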;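 note: PAF is a Pseudomonas aeruginosa culture filtrate used as stimulus; plate controls were PAF-stimulated DMSO wells for no effect and unstimulated DMSO wells for full effect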
TRPM1 prom inh – reduces MITF-dependent TRPM1 promoter luciferase signal | inhibition, % at 12.5 µM | SK-MEL-5 TRPM1 promoter luciferase, 24 h | 0.83% of 330,000 active;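 active = mean inhibition across replicates of 60% or more, whatever share of single replicates reaches that level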; note: values of inactives mirror those of a sister screen read the other way
TROY signal inh – blocks TROY-dependent signaling in reporter cells; Q293 LMP1-TROYcd NF-kB luciferase reporter, 4 h; AID 1347056; inhibition, % at 10 µM; 0.98% of 360,000 active;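 active = compounds whose plate-normalised and pattern-corrected inhibition of the luciferase reporter signal at the single screening dose is 50% or more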
NR2E3 ag-2 – agonists of human nuclear receptor NR2E3 | Q9Y5X4 | GST-NR2E3/biotin-RetCOR TR-FRET, 1536-well | inhibition of corepressor binding, % at 4.78 µM | AID 2300 | 0.12% of 320,000 active;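 active = percent inhibition above the cutoff of mean plus 3 SD of all tested compounds, set per screening campaign, cut at about 20% in these data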;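 note: 0% = DMSO wells and 100% = biotin wells as full block of FRET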
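Material – GST-tagged NR2E3 plus biotinylated RetCOR corepressor · Quantity – NR2E3 fusion 1.35 nM · Times – 5 h incubation at 4 °C · Medium – pH 7.5 Tris-based buffer · Technique – TR-FRET, Eu(K)-anti-GST donor, streptavidin-D2 acceptor, ex 340, em 617/671 nm · Benchmarks – high control biotin, low control 0.6% DMSO · Format – 1536-well plates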
An asterisk follows results filed as active; · = no result given. An excerpt (hit frequency here may not be typical).

SMILES | KKLEB tox | C8 TRAIL sens | TWEAK-Fn14 inh | HIF-2a inh | NR2E3 ag-1 | Shn3 3UTR inh | Peg3 prom inh | CF NFkB block | TRPM1 prom inh | TROY signal inh | NR2E3 ag-2
CCN(c1ccccc1)S(=O)(=O)c1ccc(OC)c(NC(=O)c2c(C)noc2C)c1 | 0 | 11 | -5 | 14 | -4 | -7 | 8 | 6 | 5 | 19 | ·
O=C(Nc1ccccc1)C1=C[C@@H](c2coc3ccccc3c2=O)C[C@@H](OCCCCO)O1 | -6 | 8 | 2 | 2 | -17 | -7 | 3 | 20 | 6 | -5 | 2
O=C(CC(SCCO)c1ccc2c(c1)OCO2)c1ccco1 (stereo not given) | -5 | -2 | -3 | -111 | -51 | -35 | -146 | 11 | -12 | · | 1
CCOc1ccc(S(=O)(=O)NCCC(=O)NCC2COc3ccccc3O2)cc1 (stereo not given) | -26 | 3 | 13 | 9 | 5 | 14 | 9 | 0 | 1 | 8 | 1
Cc1cc2ccccc2nc1SCC(=O)Nc1nc(-c2ccccc2)cs1 | -39 | 1 | 2 | 6 | -6 | 3 | 25 | 29 | 1 | -11 | -3
O=C(Cn1cc(COc2c(Br)cc(F)cc2Br)nn1)c1ccc(O)cc1 | -7 | 7 | 3 | -7 | 6 | -4 | -4 | 16 | -3 | -1 | ·
CCn1c(COc2ccccc2C)nnc1SCC(=O)Nc1ccc2c(c1)OCCO2 | 13 | 0 | 14 | 4 | -4 | -38 | 13 | -11 | 1 | 24 | ·
COc1ccc(CC(=O)OCC(=O)NC(=O)NC(C)C)cc1 | 13 | -3 | 7 | 1 | -2 | 7 | 2 | -4 | 1 | 6 | 1
O=C(/C=C/c1ccccc1)Nc1cccc(C(=O)NCCCc2ccccc2)c1 | -9 | 42 | 28 | -211 | -71 | -69 | -103 | -24 | -35 | 23 | ·
CCn1c(C)nnc1SCC(=O)Nc1ccccc1Cl | 5 | -13 | 4 | 16 | -18 | 8 | 3 | -8 | 14 | 4 | -1
CCN(CC)C(=O)c1cccc(-c2csc(C(C)(O)c3cccc(OC)c3)n2)c1 (stereo not given) | -2 | 0 | 65* | 10 | 31 | 44 | 34 | 13 | · | 40 | ·
O=C1NCC(COc2cccc3ccccc23)O1 (stereo not given) | 4 | 3 | 17 | 10 | -9 | -41 | 1 | 3 | -19 | -5 | 3
O=C(CSc1nnc2c(n1)[nH]c1ccc(F)cc12)Nc1ccccc1F | -2 | -17 | -19 | -38 | -27 | 16 | 8 | -6 | -12 | -1 | 2
COc1ccc(OC)c(S(=O)(=O)NCC(c2ccc3c(c2)OCO3)N2CCOCC2)c1 (stereo not given) | -21 | -1 | 4 | 14 | -13 | 3 | 3 | 35 | -3 | -6 | 3
COc1ccc(-c2ccc3c(c2)S(=O)(=O)c2cccc(C(=O)NCc4cccc(OC(F)(F)F)c4)c2C3=O)cc1OC | -31 | 37 | -80 | 8 | 11 | 46 | 33 | 28 | 35 | -8 | ·
O=C(CNS(=O)(=O)c1ccc(Cl)c(C(F)(F)F)c1)NC1CCCCC1 | 9 | 3 | 0 | -16 | -1 | -5 | -13 | 1 | · | -7 | 0
CN(C)S(=O)(=O)Oc1ccccc1C(=O)Nc1ccc(F)cc1 | -6 | -16 | -1 | 14 | 24 | -23 | 0 | 17 | -15 | -16 | -1
CCCc1cc(=O)[nH]c(SCC(=O)N(C)Cc2ccccc2)n1 | -2 | 0 | -5 | 6 | -13 | 3 | 7 | 10 | 12 | -4 | 3
Cc1ccc(OC(C)C(=O)Nc2ccc(Cl)cn2)c([N+](=O)[O-])n1 (stereo not given) | -9 | -20 | 2 | -37 | 7 | 1 | -9 | -1 | 0 | 0 | ·
CC1=C(C(=O)OC(C)(C)C)C(c2cccs2)NC(=O)N1 (stereo not given) | 18 | 0 | 4 | 14 | -12 | 15 | 19 | 11 | 0 | -5 | 1
CC1CCCCN1C(=O)c1cc(F)c(F)cc1Cl (stereo not given) | -1 | 21 | 11 | 9 | -3 | -5 | 7 | -2 | 7 | -23 | 4
O=C(NCc1ccc(Cl)nc1)c1csc([C@@H]2C[C@H](O)[C@@H](CO)O2)n1 | -3 | -7 | 4 | 14 | 4 | 1 | 16 | -5 | · | 6 | ·
O=[N+]([O-])c1ccccc1/C=C/C=N/n1c(-c2ccccc2)n[nH]c1=S | 6 | -5 | -6 | -4 | 34 | -14 | 4 | 0 | 5 | -3 | 5
Cc1nc2[nH]c(=S)[nH]c2c(=O)[nH]1 | 9 | -27 | 6 | 4 | 18 | -25 | -6 | -10 | -1 | 3 | ·
COc1ccccc1CC(=O)N1CCN(S(=O)(=O)c2ccccc2)CC1 | 9 | -1 | 2 | 13 | -3 | -3 | 16 | 11 | 0 | 18 | -2
COc1cccc(CNC(=O)CSc2ccc(-c3cccs3)nn2)c1 | 10 | -4 | -12 | 3 | 10 | -5 | -3 | -5 | -4 | 3 | -6
CC(C)CN(CC(C)C)C(=O)COn1nnc2ccc(S(=O)(=O)N3CCOCC3)cc21 | 16 | 2 | -5 | -9 | -4 | 11 | 5 | 1 | -5 | -4 | 0
CC(=O)c1cccc(OCCCOc2cccc3cccnc23)c1 | 0 | 8 | -30 | -77 | -23 | -14 | -38 | 0 | -18 | -14 | 0
O=C(C1CCC1)N1CCC(c2nc3c(nnn3Cc3c(F)cccc3Cl)c(=O)[nH]2)CC1 | 11 | -6 | 0 | 20 | -14 | 9 | 10 | -14 | -3 | 0 | 4
Cc1cccc(CNC(=O)c2sc(=O)n(Cc3ccccc3C)c2C)c1 | -20 | 4 | 0 | -2 | 5 | 10 | 3 | 16 | · | 11 | ·
CSC1=NCCN1S(=O)(=O)c1ccc2ccccc2c1 | -6 | -4 | -3 | 0 | -40 | 4 | -18 | 5 | -9 | -2 | 3
Cc1cc(C(=O)Nc2cccc(C(=O)O)c2)c(C)o1 | 0 | 0 | -8 | -56 | -52 | -16 | -49 | 4 | 7 | -37 | 6
O=C(c1ccccc1F)N(Cc1cccnc1)Cc1cc2cc3c(cc2[nH]c1=O)OCCO3 | -5 | 6 | 13 | 24 | 5 | -6 | 19 | 4 | 6 | 18 | -3
Cc1ccc(Nc2cc(C)nc3c(C)ccc([N+](=O)[O-])c23)cc1 | -4 | 1 | 8 | 15 | 2 | 0 | 21 | 31 | -5 | 17 | -3
Cc1c(NC(=O)COC(=O)C23CC4CC(CC(Br)(C4)C2)C3)c(=O)n(-c2ccccc2)n1C | -9 | -9 | -5 | 21 | 0 | -23 | 7 | 3 | -2 | 5 | 1
Cc1ccc2occ(/C=N/O)c(=O)c2c1 | 18 | 6 | -10 | -19 | 1 | -15 | -9 | -4 | -10 | -11 | 5
COc1ccc(CCNC(=O)c2c(N)no[n+]2[O-])cc1OC | -14 | -2 | -2 | -18 | 30 | 14 | -14 | 5 | 7 | 3 | -3
Cc1[nH][nH]c(=O)c1N=Nc1ccc(Cl)cc1 | -14 | -5 | 8 | -126 | -18 | -13 | -67 | 16 | -2 | -13 | -3
O=C(NCc1ccco1)C(=O)NCC1OCCCN1S(=O)(=O)c1ccc(Cl)cc1 (stereo not given) | 4 | 0 | 12 | 16 | 7 | 14 | 31 | -6 | -12 | 5 | -3
COC(=O)c1c(NC(=O)c2ccco2)sc2c1CCN(C(C)=O)C2 | 1 | -14 | -6 | -48 | 0 | -14 | -9 | -2 | -15 | 5 | -1
COc1ccc(C(=O)NNC2=NC(C)(C)Cc3cc(C)c(C)cc32)cc1 | 2 | -1 | 5 | 12 | -20 | -2 | 25 | -4 | 7 | -2 | 0
Cc1cc(N)ccc1N=Nc1c(C)n(C)n(-c2ccccc2)c1=O | -4 | -5 | -32 | -114 | 8 | -51 | -93 | 25 | -11 | -26 | -8
COc1ccc(CC(=O)O/N=C(\N)c2ccc(C)cc2)cc1 | -2 | -1 | -6 | -228 | -53 | -61 | -204 | 6 | -44 | -17 | -2
C=CCn1c(N)c(C(=O)Nc2ccccc2)c2nc3ccccc3nc21 | -9 | 11 | 23 | -89 | 4 | 11 | 31 | -18 | -27 | 35 | 2

An excerpt of these results, with values under each structure:
Values in the order: KKLEB tox	C8 TRAIL sens	TWEAK-Fn14 inh	HIF-2a inh	NR2E3 ag-1	Shn3 3UTR inh	Peg3 prom inh	CF NFkB block	TRPM1 prom inh	TROY signal inh	NR2E3 ag-2
Cc1c(NC(=O)COC(=O)C23CC4CC(CC(Br)(C4)C2)C3)c(=O)n(-c2ccccc2)n1C
→ -9	-9	-5	21	0	-23	7	3	-2	5	1
Cc1ccc2occ(/C=N/O)c(=O)c2c1
→ 18	6	-10	-19	1	-15	-9	-4	-10	-11	5
COc1ccc(CCNC(=O)c2c(N)no[n+]2[O-])cc1OC
→ -14	-2	-2	-18	30	14	-14	5	7	3	-3
Cc1[nH][nH]c(=O)c1N=Nc1ccc(Cl)cc1
→ -14	-5	8	-126	-18	-13	-67	16	-2	-13	-3
O=C(NCc1ccco1)C(=O)NCC1OCCCN1S(=O)(=O)c1ccc(Cl)cc1 (stereo not given)
→ 4	0	12	16	7	14	31	-6	-12	5	-3
COC(=O)c1c(NC(=O)c2ccco2)sc2c1CCN(C(C)=O)C2
→ 1	-14	-6	-48	0	-14	-9	-2	-15	5	-1
COc1ccc(C(=O)NNC2=NC(C)(C)Cc3cc(C)c(C)cc32)cc1
→ 2	-1	5	12	-20	-2	25	-4	7	-2	0
Cc1cc(N)ccc1N=Nc1c(C)n(C)n(-c2ccccc2)c1=O
→ -4	-5	-32	-114	8	-51	-93	25	-11	-26	-8
COc1ccc(CC(=O)O/N=C(\N)c2ccc(C)cc2)cc1
→ -2	-1	-6	-228	-53	-61	-204	6	-44	-17	-2
C=CCn1c(N)c(C(=O)Nc2ccccc2)c2nc3ccccc3nc21
→ -9	11	23	-89	4	11	31	-18	-27	35	2

Compound activity (PubChem BioAssay)
